High-throughput results (PubChem)
uPA surface inh: qHTS for Inhibitors of Cell Surface uPA Generation; cell surface uPA generation assay, qHTS; Potency, µM (top dose mostly 38.3 µM), inactives show at the highest dose activity change, negative = inhibition, hits mostly inhibitors; hit rate 0.31% among 330,000; active = well fitted inhibition curve with a large enough effect; inconclusive = small, poorly fitted or top-dose-only effect; inactive = no such curve, though single readings can be large or run the other way; tested in mouse RAW 264.7 cells; also: potency is read from the fitted curve at half-maximal effect; % is scaled to controls: 0 for no effect and ±100 for the full control effect; nearly all actives have a fitted effect of over 55% in size
KCNH2 3.1 block: qHTS for Inhibitors of KCHN2 3.1: Mutant qHTS; U2OS KCNH2 3.1, thallium flux FluxOr; stronger effect = lower value; activity change, % (tested at about 1.8 µM); hit rate 0.95% among 340,000; Potassium voltage-gated channel subfamily H member 2, brain isoform KCNH2 3.1 (human);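 active = maximum activity change below -70%; inconclusive = maximum activity change from -70% to -50%; inactive = maximum activity change above -50%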;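 also: thallium influx rate constant from kinetic fluorescence after stimulation buffer; % is scaled to controls: 0 for no effect and ±100 for the full control effect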
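Channel expression came from 3.1 mutant virus (1.77 x 10^8 /mL) applied to suspended U2OS cells for 4 h. Flux was tracked with FluxOr dye plus Red40 quencher, and kinetic rate constants normalized to controls.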
VP16 counter: VP16 counterscreen qHTS for inhibitors of ROR gamma transcriptional activity; Drosophila S2 Gal4-VP16 UAS-luciferase, luminescence, 20 h; hit rate 3.5% among 310,000; Potency, µM (highest dose often 53.6 µM), without a hit: top-dose activity, negative = inhibition, actives largely listed as inhibitors;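 also: Gal4-VP16 expression switched on by copper sulfate through the metallothionein promoter; potency is read from the fitted curve at half-maximal effect; % is scaled to controls: 0 for no effect and ±100 for the full control effect; nearly all actives have a fitted effect of over 50% in size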
FLuc counter: qHTS profiling assay for firefly luciferase inhibitor/activator using purifed enzyme and Km concentrations of substrates (counterscreen for miR-21 project); Luciferin 4-monooxygenase (Photinus pyralis), P08659; purified FLuc, Km substrates, luminescence inhibition; Potency, µM (top dose mostly 57.5 µM), for the others: at the top dose activity change, negative = inhibition, hits mostly inhibitors; hit rate 6.9% among 360,000;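 also: potency is read from the fitted curve at half-maximal effect; plate controls were vehicle for no effect and reference inhibitor for full effect; nearly all actives have a fitted effect of over 55% in size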
Target sequence (P08659 whole entry, looked up): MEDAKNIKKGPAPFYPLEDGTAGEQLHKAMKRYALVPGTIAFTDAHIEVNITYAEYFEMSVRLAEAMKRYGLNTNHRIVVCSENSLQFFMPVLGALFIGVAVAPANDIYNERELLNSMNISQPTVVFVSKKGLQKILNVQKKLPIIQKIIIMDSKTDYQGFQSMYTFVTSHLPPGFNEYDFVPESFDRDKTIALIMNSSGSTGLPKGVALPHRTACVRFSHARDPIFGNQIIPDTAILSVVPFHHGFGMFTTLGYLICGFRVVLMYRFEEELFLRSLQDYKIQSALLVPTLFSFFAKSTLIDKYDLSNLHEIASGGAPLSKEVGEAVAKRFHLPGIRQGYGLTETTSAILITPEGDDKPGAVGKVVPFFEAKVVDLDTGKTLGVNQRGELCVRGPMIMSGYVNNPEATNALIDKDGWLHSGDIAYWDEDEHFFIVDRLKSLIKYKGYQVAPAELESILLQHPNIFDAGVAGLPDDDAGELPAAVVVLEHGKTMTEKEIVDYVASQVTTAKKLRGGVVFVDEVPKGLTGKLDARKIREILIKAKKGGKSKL
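Purified P. pyralis luciferase, 10 nM final, with Km-level 10 uM D-luciferin and 10 uM ATP in 50 mM Tris acetate pH 7.5, 10 mM Mg acetate, 0.01% Tween-20, 0.05% BSA; 6-point qHTS titration about 60 µM downward; luminescence read.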
NPC1 promoter act: qHTS Assay for NPC1 Promoter Activators | Potency, µM (series often up to 9.22 µM), for the others: at the highest dose activation, hits mostly activators | Huh7 NPC1 promoter luciferase reporter, 24 h | hit rate 2.4% among 320,000;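 also: potency is read from the fitted curve at half-maximal effect; % of control where 0% means no effect; nearly all actives have a fitted effect of over 60% in size; reporter is driven by a mutant NPC1 promoter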
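Luminescence read-out of NPC1 promoter-driven luciferase in stably transfected Huh7 cells; compounds delivered in DMSO and left 24 h at 37C, 5% CO2, qHTS titration format.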
Tb PFK block: qHTS Assay to Find Inhibitors of T. brucei phosphofructokinase; Potency, µM (doses to about 57.5 µM), for the others: at the highest dose activity, negative = inhibition, most hits filed as inhibitors; ATP-dependent 6-phosphofructokinase (Trypanosoma brucei brucei), O15648; AID 485367, 2010; hit rate 0.17% among 330,000; T. brucei PFK, ADP-Glo luminescence;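 also: potency is read from the fitted curve at half-maximal effect; 0% = uninhibited 1x PFK enzyme wells and -100% = no-enzyme wells; nearly all actives have a fitted effect of over 60% in size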
Target sequence (O15648 whole entry, looked up): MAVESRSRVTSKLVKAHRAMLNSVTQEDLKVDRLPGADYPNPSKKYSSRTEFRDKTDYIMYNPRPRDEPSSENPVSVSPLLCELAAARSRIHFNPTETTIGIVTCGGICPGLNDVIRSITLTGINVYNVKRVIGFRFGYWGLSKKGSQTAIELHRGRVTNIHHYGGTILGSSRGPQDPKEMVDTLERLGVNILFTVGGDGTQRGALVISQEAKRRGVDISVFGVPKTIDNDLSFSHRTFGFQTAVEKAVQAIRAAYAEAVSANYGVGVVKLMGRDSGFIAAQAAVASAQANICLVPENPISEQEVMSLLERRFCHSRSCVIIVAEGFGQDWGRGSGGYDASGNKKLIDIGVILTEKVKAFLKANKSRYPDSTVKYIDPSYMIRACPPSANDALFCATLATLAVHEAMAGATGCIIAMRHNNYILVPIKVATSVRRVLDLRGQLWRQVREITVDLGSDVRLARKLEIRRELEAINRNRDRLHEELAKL
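PFK 1.25 nM, F6P 0.5 mM, ATP 0.1 mM, 0.1 M TEA pH 8.0, 5 mM MgCl2, 0.01% Tween20, 0.1% BSA; 45 min RT. ADP-Glo readout. qHTS titration up to 57 uM; curves fitted, compounds curve-classed.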
Giardia kill: Small Molecules that selectively kill Giardia lamblia: qHTS | Giardia lamblia trophozoite viability | activity change, % at 7.66 µM, hits read low | hit rate 0.15% among 340,000 | AID 540267, 2011; in the data active = activity change below about -80%; inconclusive = between about -30% and that limit;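 also: parasites exposed to compound for two days anaerobically before the ATP read; % is scaled to controls: 0 for no effect and ±100 for the full control effect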
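Each well holds 100 Giardia trophozoites and compound. After two days (48 hrs) at 37 deg C in anaerobic conditions, ATP is quantified by luminescence.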
ELG1 genotoxic: qHTS screen for small molecules that induce genotoxicity in human embryonic kidney (HEK293T) cells expressing luciferase-tagged ELG1. HEK293T ELG1-luciferase reporter, luminescence, 16 h. Potency, µM (series often up to 46 µM), inactives show at the highest dose activity change, positive = activation, most hits filed as activators. hit rate 1.3% among 330,000. AID 504466, 2011; also: potency is read from the fitted curve at half-maximal effect; % of control where 0% means no effect; nearly all actives have a fitted effect of over 60% in size
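ELG1-luciferase HEK293T cells, 2,000/well; compound pinned in; 16 hr, 37 °C, 5% CO2; ONE-Glo, 30 min RT; luminescence on CCD imager.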
RORg inh: qHTS for inhibitors of ROR gamma transcriptional activity; Nuclear receptor ROR-gamma (Mus musculus), P51450; Drosophila S2 Gal4-RORgamma UAS-luciferase reporter, 20 h; Potency, µM (doses to about 53.6 µM), inactives show top-dose activity change, negative = inhibition, usual class: inhibitors; hit rate 5.4% among 310,000; also: potency is read from the fitted curve at half-maximal effect; % is scaled to controls: 0 for no effect and ±100 for the full control effect; nearly all actives have a fitted effect of over 60% in size
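Drosophila S2 cells stably expressing Gal4-DBD/mouse RORγ fusion under metallothionein promoter plus UAS-luciferase; compound 1 h, then 700 uM CuSO4 induction for 20 h at ambient temperature; inhibition read as reduced luminescence.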
Rab9 promoter act: qHTS Assay for Rab9 Promoter Activators | Potency, µM (top dose mostly 9.22 µM), for the others: top-dose activation, negative = inhibition, most hits filed as activators | Huh7 Rab9 promoter-luciferase reporter, luminescence, 24 h | hit rate 2.8% among 320,000; also: potency is read from the fitted curve at half-maximal effect; % of control where 0% means no effect; nearly all actives have a fitted effect of over 60% in size
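Stable Rab9-luc Huh7, 1500 cells/well, 2 h settle; cmpd in DMSO, 24 h, 37 °C/5% CO2; luciferase reagent 10 min RT; luminescence.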
Coupling enz: qHTS Assay for Inhibitors of Fructose-1,6-bisphosphate Aldolase from Giardia Lamblia: Coupling assay counterscreen. coupling enzyme system counterscreen, AmpLite Red fluorescence. activity change, negative = inhibition, % at 58.2 µM, hits read low. hit rate 0.67% among 290,000. AID 2472, 2010; in the data active = activity change below about -30%; also: % is scaled to controls: 0 for no effect and ±100 for the full control effect
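Counterscreen of the coupled detection system alone, without aldolase: glyceraldehyde-3-phosphate coupling enzymes plus AmpLite Red readout. Compounds at 57.5 uM final, 10 min RT preincubation, 20 min RT reaction, fluorescence 525/598 nm.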
Numbers without * were called inactive; & = joins results of further samples; [ ] = remark or other dose. Unless noted, calls follow the shape of the dose curve; as a rule, active = well fitted curve in the direction sought with a large enough effect; inconclusive = small, poorly fitted or top-dose-only effect, or another doubt; inactive = no such curve, though single readings can be large; an effect the other way counts as inactive or inconclusive.

How did COCCCNC(=O)CCC(=O)NNc1nc2ccccc2c2nc(C)nn12 do in these assays?
uPA surface inh: 3%; KCNH2 3.1 block: -5; VP16 counter: -5%; FLuc counter: 2%&1%; NPC1 promoter act: -5%; Tb PFK block: -2%; Giardia kill: 8; ELG1 genotoxic: 0%; RORg inh: -2%; Rab9 promoter act: -5%; Coupling enz: 1

How did CC(C)CCNC(=O)Cc1ccc(Nc2nc(=S)[nH]c3ccccc23)cc1 do in these assays?
uPA surface inh: -2%; KCNH2 3.1 block: -23; VP16 counter: 0%; FLuc counter: inconclusive; NPC1 promoter act: -2%; Tb PFK block: 1%; Giardia kill: -9; ELG1 genotoxic: -1%; RORg inh: -5%; Rab9 promoter act: 13%; Coupling enz: 0

What do the screens show for `COc1ccc(C(=O)N/N=C(\C)CC(=O)NC2CCCCC2)c(OC)c1`?
uPA surface inh: -1%; KCNH2 3.1 block: -8; VP16 counter: -3%; FLuc counter: 0%; NPC1 promoter act: 3%; Tb PFK block: 1%; Giardia kill: -14; ELG1 genotoxic: 8%; RORg inh: 13%; Rab9 promoter act: 1%

Results for COc1ccc(NC(=O)CN2C(=O)NC(c3ccccc3)(c3ccccc3)C2=O)cc1OC ?
uPA surface inh: 3%; KCNH2 3.1 block: -12; VP16 counter: -5%; FLuc counter: -1%; NPC1 promoter act: -3%; Tb PFK block: 0%; Giardia kill: 5; ELG1 genotoxic: -1%; RORg inh: 1%; Rab9 promoter act: -6%; Coupling enz: -1

How did COCCNC(=O)C(=O)N/N=C(\C)CC(=O)Nc1ccc2c(c1)OCO2 do in these assays?
uPA surface inh: 1%; KCNH2 3.1 block: 24; VP16 counter: 24%; FLuc counter: -6%; NPC1 promoter act: 0%; Tb PFK block: 1%; Giardia kill: -1; ELG1 genotoxic: 4%; RORg inh: 3%; Rab9 promoter act: -3%; Coupling enz: -1

How did CN(C)CCCNC(=O)c1cc(C(=O)c2cccc(Cl)c2Cl)c[nH]1 do in these assays?
uPA surface inh: 0%; KCNH2 3.1 block: inconclusive; VP16 counter: 6%; FLuc counter: 0%; NPC1 promoter act: 1%; Tb PFK block: 1%; Giardia kill: 14; ELG1 genotoxic: -7%; RORg inh: 2%; Rab9 promoter act: -9%; Coupling enz: 1

Results for CC(CN1CCOCC1)OC(=O)c1cccs1 (stereo not given) ?
uPA surface inh: 0%; KCNH2 3.1 block: -9; VP16 counter: -22%; FLuc counter: -3%; NPC1 promoter act: 3%; Tb PFK block: 3%; Giardia kill: -7; ELG1 genotoxic: -6%; RORg inh: -2%; Rab9 promoter act: -3%; Coupling enz: -1

What do the screens show for `Cc1c(Cl)cccc1Nc1nc(NCCO)c2ccccc2n1`?
uPA surface inh: -6%; KCNH2 3.1 block: 6; FLuc counter: 15µM*; NPC1 promoter act: 4%; Tb PFK block: 1%; Giardia kill: -7; ELG1 genotoxic: -3%; Rab9 promoter act: -4%; Coupling enz: 0

How did CCC(=O)Nc1cc(SCCO)cc([N+](=O)[O-])c1 do in these assays?
uPA surface inh: 5%; KCNH2 3.1 block: -9; VP16 counter: 0%; FLuc counter: 5%; NPC1 promoter act: -1%; Tb PFK block: 4%; Giardia kill: 7; ELG1 genotoxic: 0%; RORg inh: inconclusive; Rab9 promoter act: -5%; Coupling enz: 3

Results for Cc1cc(C)c(CN2CCN(Cc3ccc(C)o3)C(CCO)C2)c(-n2cccn2)c1 (stereo not given) ?
uPA surface inh: -8%; KCNH2 3.1 block: -72*; VP16 counter: 12%; FLuc counter: 0%; NPC1 promoter act: -1%; Tb PFK block: -11%; Giardia kill: 6; ELG1 genotoxic: -4%; RORg inh: 0%; Rab9 promoter act: -11%; Coupling enz: 0

What do the screens show for `CCC(=O)N1CCN(c2ccccc2NC(=S)NC(=O)c2ccco2)CC1`?
uPA surface inh: 2%; KCNH2 3.1 block: 3; VP16 counter: -4%; FLuc counter: -2%; NPC1 promoter act: 2%; Tb PFK block: -3%; Giardia kill: 4; ELG1 genotoxic: -14%; RORg inh: -10%; Rab9 promoter act: -1%

Results for Cc1ccc(C(=O)N/N=C\C=C\c2ccc(Br)cc2)cn1 ?
uPA surface inh: -11%; KCNH2 3.1 block: -2; VP16 counter: 2.2µM*; FLuc counter: -13%; NPC1 promoter act: -3%; Tb PFK block: 1%; Giardia kill: 24; ELG1 genotoxic: 1%; RORg inh: 0.56µM*; Rab9 promoter act: 0%; Coupling enz: 4

Results for COC(=O)Cc1c(C)c2ccc(OCC(=O)N3CCCC(C)C3)c(C)c2oc1=O (stereo not given) ?
uPA surface inh: -16%; KCNH2 3.1 block: 23; VP16 counter: -19%; FLuc counter: 3%; NPC1 promoter act: -2%; Tb PFK block: -3%; Giardia kill: 3; ELG1 genotoxic: -11%; RORg inh: 36%; Rab9 promoter act: -6%

What do the screens show for `Cc1nc(-c2ccc(S(=O)(=O)N3CCCN(CCc4ccccc4)CC3)s2)cs1`?
uPA surface inh: -3%; KCNH2 3.1 block: -20; VP16 counter: inconclusive; FLuc counter: 3%; NPC1 promoter act: -2%; Tb PFK block: 0%; Giardia kill: 28; ELG1 genotoxic: -10%; RORg inh: -3%; Rab9 promoter act: -4%; Coupling enz: -4

How did Cc1cc(C(=O)OCn2nnc3ccccc3c2=O)c(C)n1-c1ccccc1 do in these assays?
uPA surface inh: 9%; KCNH2 3.1 block: -1; VP16 counter: -6%; FLuc counter: inconclusive; NPC1 promoter act: inconclusive; Tb PFK block: -3%; Giardia kill: -29; ELG1 genotoxic: -3%; RORg inh: 10%; Rab9 promoter act: 9%; Coupling enz: -1

What do the screens show for `CNCc1c(C)nn(-c2ccccc2)c1C`?
uPA surface inh: -2%; KCNH2 3.1 block: 26; VP16 counter: -5%; FLuc counter: -1%; NPC1 promoter act: -5%; Tb PFK block: -2%; Giardia kill: -7; ELG1 genotoxic: 2%; RORg inh: 11%; Rab9 promoter act: 8%; Coupling enz: 4

How did CCOC(=O)N/N=C(\C)c1ccc(-n2cnnn2)cc1 do in these assays?
uPA surface inh: 2%; KCNH2 3.1 block: -6; VP16 counter: 15%; FLuc counter: 3%; NPC1 promoter act: -5%; Tb PFK block: -5%; Giardia kill: -9; ELG1 genotoxic: 6%; RORg inh: 8%; Rab9 promoter act: -5%; Coupling enz: -1

How did O=C(CSc1nnc(-c2cccnc2)n1-c1ccccc1)Nc1ccccn1 do in these assays?
uPA surface inh: -1%; KCNH2 3.1 block: 9; VP16 counter: -3%; FLuc counter: 3%; NPC1 promoter act: -2%; Tb PFK block: 14%; Giardia kill: 5; ELG1 genotoxic: 3%; RORg inh: 2%; Rab9 promoter act: 3%; Coupling enz: 7

What do the screens show for `C[C@H](CO)N1C[C@H](C)[C@@H](CN(C)Cc2ccc3c(c2)OCO3)Oc2c(NC(=O)Cc3ccccc3)cccc2C1=O`?
uPA surface inh: inconclusive; KCNH2 3.1 block: -16; Tb PFK block: 7%; Giardia kill: -2; ELG1 genotoxic: -5%

What do the screens show for `O=C(NC1CCCCCCC1)c1cc(COc2ccc3ncccc3c2)on1`?
uPA surface inh: -3%; KCNH2 3.1 block: 16; VP16 counter: 4µM*; FLuc counter: -19%; NPC1 promoter act: -34%[inhibitor]; Tb PFK block: 3%; Giardia kill: -17; ELG1 genotoxic: -12%; RORg inh: inconclusive; Rab9 promoter act: -39%[inhibitor]; Coupling enz: 0

Results for CC(c1nnc(SCC(=O)Nc2cccnc2Cl)n1-c1ccccc1)N(C)C (stereo not given) ?
uPA surface inh: 4%; KCNH2 3.1 block: 28; VP16 counter: 4%; FLuc counter: -2%; NPC1 promoter act: 0%; Tb PFK block: -2%; Giardia kill: 14; ELG1 genotoxic: 0%; RORg inh: 17%; Rab9 promoter act: -4%; Coupling enz: 1

Results for COC(=O)C1=C(N)Oc2c(oc(CO)cc2=O)C1c1ccccc1F (stereo not given) ?
KCNH2 3.1 block: 6; VP16 counter: 8%; FLuc counter: 0%; NPC1 promoter act: -4%; Tb PFK block: 1%; Giardia kill: -3; ELG1 genotoxic: 7%; RORg inh: inconclusive; Rab9 promoter act: -1%; Coupling enz: 1

Results for CCCCNC(=O)CCCCC(=O)N/N=C/c1cccc(Cl)c1 ?
uPA surface inh: 6%; KCNH2 3.1 block: 4; VP16 counter: inconclusive; FLuc counter: -6%; NPC1 promoter act: 2%; Tb PFK block: 4%; Giardia kill: -10; ELG1 genotoxic: -1%; RORg inh: 6%; Rab9 promoter act: 9%; Coupling enz: -26
